High-throughput results: PubChem, National Center for Advancing Translational Sciences (NCATS)
TRHR ag – qHTS for Small Molecule Agonists and Allosteric Enhancers of Human TRH Receptor: Primary Screen for Agonists | Thyrotropin-releasing hormone receptor (Homo sapiens), P34981 | TRHR cells, calcium flux fluo-8, FDSS agonist mode | activation, % at 2 µM | hit rate 0.18% among 360,000 | AID 493084, 2011; in the data active = activation above about 30%; note: 0% is about no effect
Target sequence (P34981 whole entry, looked up): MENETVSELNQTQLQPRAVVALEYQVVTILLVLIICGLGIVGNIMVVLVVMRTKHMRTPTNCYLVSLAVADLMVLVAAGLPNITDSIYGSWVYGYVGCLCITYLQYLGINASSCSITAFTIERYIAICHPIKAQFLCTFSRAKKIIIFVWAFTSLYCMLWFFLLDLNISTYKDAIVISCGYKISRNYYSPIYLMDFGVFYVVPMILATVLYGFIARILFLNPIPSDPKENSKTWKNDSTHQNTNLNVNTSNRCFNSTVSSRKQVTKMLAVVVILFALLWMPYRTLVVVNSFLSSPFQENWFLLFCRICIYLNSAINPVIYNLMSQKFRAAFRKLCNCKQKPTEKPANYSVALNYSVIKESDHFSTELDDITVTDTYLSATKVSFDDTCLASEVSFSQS
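In this calcium-flux screen, cells bearing human TRHR are dye-loaded with fluo-8, baselined for 10 cycles, then exposed to library compounds; positive kinetic calcium responses during the agonist phase mark hits, with TRH as control.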
IDH1 R132H inh – qHTS for Inhibitors of mutant isocitrate dehydrogenase 1 (IDH1): qHTS; IDH1-R132H enzyme, NADPH consumption, diaphorase/resazurin fluorescence; Potency, µM (titrated, usually from 76.6 µM), inactives show at the highest dose activity change, negative = inhibition, hits mostly inhibitors; hit rate 0.093% among 390,000; AID 602179, 2012; note: potency is the fitted concentration of half-maximal effect; % is set by controls: 0 for no effect and ±100 for the full control effect; nearly all actives have a fitted effect of over 65% in size
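IDH1-R132H (0.5 ug/mL dispensed) in pH 7.5 Tris buffer was preincubated 30 min with compound, then given a substrate mix of 0.016 mM NADPH and 2 mM alpha-KG for 80 min at room temperature; remaining NADPH was read by diaphorase/resazurin fluorescence.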
TrxR1 substrate – qHTS Assay for Substrates of Mammalian Selenoprotein Thioredoxin Reductase 1 (TrxR1): qHTS. hit rate 0.01% among 390,000. Potency, µM (top dose mostly 114 µM), inactives show top-dose activity change, negative = substrate turnover. purified TrxR1 substrate turnover, NADPH consumption readout. Thioredoxin reductase 1, cytoplasmic (Rattus norvegicus), O89049; note: potency is the fitted concentration of half-maximal effect; % is set by controls: 0 for no effect and ±100 for the full control effect; nearly all actives have a fitted effect of over 50% in size
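Rat TrxR1, dispensed at 90 nM, was prereduced with 400 uM NADPH (final) for 5 min at ~22 deg C, then incubated with compound 15 min before 400 uM selenite. A first-read NADPH fluorescence drop versus no-compound background flagged substrates.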
TRHR enhancer – qHTS for Small Molecule Agonists and Allosteric Enhancers of Human TRH Receptor: Primary Screen for Enhancers | hit rate 0.66% among 360,000 | enhancement, % at 2 µM | AID 493056, 2011 | TRHR cells, fluo-8 calcium fluorescence, EC20 TRH enhancement; in the data active = enhancement above about 30%; note: 0% is about no effect
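TRHR-expressing cells loaded with fluo-8 calcium dye were read kinetically (ex 480/em 530) during compound addition, then stimulated with an EC20 of TRH (10 nM final). Enhancement of the Gq-mediated intracellular calcium response was scored.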
TrxR1 inh – qHTS Assay for Inhibitors of Mammalian Selenoprotein Thioredoxin Reductase 1 (TrxR1): qHTS | Thioredoxin reductase 1, cytoplasmic (Rattus norvegicus), O89049 | recombinant rTrxR1, NADPH fluorescence consumption, selenite substrate | Potency, µM (top dose mostly 114 µM), inactives show top-dose activity change, negative = inhibition, most hits filed as inhibitors | hit rate 1% among 390,000; note: potency is the fitted concentration of half-maximal effect; % is set by controls: 0 for no effect and ±100 for the full control effect; nearly all actives have a fitted effect of over 65% in size
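Rat TrxR1 (90 nM in the dispensed reagent) was pre-reduced with 400 uM NADPH for 5 min at room temperature, then incubated with compound for 15 min. After 400 uM selenite was added, NADPH fluorescence (Ex 340/Em 450 nm) was followed for 8 min.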
Pin1 inh – qHTS Assay to Find Inhibitors of Pin1 | Potency, µM (doses to about 115 µM), for the others: at the highest dose activity, negative = inhibition, usual class: inhibitors | AID 504891, 2011 | Peptidyl-prolyl cis-trans isomerase NIMA-interacting 1 (Homo sapiens), Q13526 | Pin1 FP peptide displacement, HiFluor488, 10 min | hit rate 0.009% among 390,000; active = well fitted inhibition curve with a large enough effect in the polarisation, with a control signal flat, not every such curve was filed as active; inconclusive = small, poorly fitted or top-dose-only effect, or effect the other way, or a change in a side signal; inactive = no such curve, though single readings can be large or run the other way; the % refers to the polarisation; note: potency is the fitted concentration of half-maximal effect; % is set by controls: 0 for no effect and ±100 for the full control effect
Target sequence (Q13526 whole entry, looked up): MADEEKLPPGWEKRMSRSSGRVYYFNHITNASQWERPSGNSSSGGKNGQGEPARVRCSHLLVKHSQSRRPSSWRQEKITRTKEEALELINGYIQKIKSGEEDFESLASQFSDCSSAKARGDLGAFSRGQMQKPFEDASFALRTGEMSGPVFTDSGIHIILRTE
D2 agonist – HTS Assay for Allosteric Agonists of the Human D2 Dopamine Receptor: Primary Screen for Agonists; HEK293 T-REx D2 cells, calcium flux agonist mode; activation, % at 2 µM; hit rate 0.53% among 340,000;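 active = activation over 3 SD above normal in the single-dose calcium agonist read, cut at about 30% in these data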; note: 0% is about no effect
Target sequence (P14416 whole entry, looked up): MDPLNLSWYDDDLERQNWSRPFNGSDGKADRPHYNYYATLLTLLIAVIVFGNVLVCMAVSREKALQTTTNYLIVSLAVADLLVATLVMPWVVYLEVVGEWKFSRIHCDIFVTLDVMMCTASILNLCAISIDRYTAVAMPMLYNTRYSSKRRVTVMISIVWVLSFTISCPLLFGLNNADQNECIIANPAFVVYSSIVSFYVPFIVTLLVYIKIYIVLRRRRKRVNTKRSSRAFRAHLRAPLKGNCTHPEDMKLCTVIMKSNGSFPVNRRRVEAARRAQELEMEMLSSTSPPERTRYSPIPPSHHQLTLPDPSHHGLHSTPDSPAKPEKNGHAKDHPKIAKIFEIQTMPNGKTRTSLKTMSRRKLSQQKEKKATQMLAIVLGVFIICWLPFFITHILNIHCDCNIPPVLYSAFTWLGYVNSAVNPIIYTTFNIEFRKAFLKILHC
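Tetracycline-induced HEK293 T-REx cells with force-coupled D2 receptor, plated overnight at 30 C, loaded with no-wash calcium dye. After a 10 s baseline, compound was pin-added and calcium flux read kinetically for 180 s; calcium rises flagged agonists.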
USP1 inh – Inhibitors of USP1/UAF1: Primary Screen; Ubiquitin carboxyl-terminal hydrolase 1 (Homo sapiens), O94782; recombinant USP1/UAF1, Ub-Rhodamine cleavage fluorescence; Potency, µM (titrated, usually from 57.1 µM), for the others: top-dose activity change, negative = inhibition, hits mostly inhibitors; hit rate 0.23% among 390,000; AID 743255, 2014; note: potency is the fitted concentration of half-maximal effect; % is set by controls: 0 for no effect and ±100 for the full control effect; nearly all actives have a fitted effect of over 60% in size; inactives centre near -12
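Step one: compound is pinned into 1nM USP1/UAF1 in HEPES pH 7.8 buffer with TCEP. Step two: 15 min room-temperature incubation. Step three: Ub-Rho (150nM final) starts cleavage, tracked by fluorescence over six one-minute reads.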
D2 antag – HTS Assay for Allosteric Antagonists of the Human D2 Dopamine Receptor: Primary Screen for Antagonists | D(2) dopamine receptor (Homo sapiens), P14416 | HEK293 TREx D2 cells, calcium flux, dopamine EC80 | inhibition, % at 10 µM | hit rate 2% among 340,000; in the data active = inhibition above about 30%; note: 0% is about no effect
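Tetracycline-induced HEK293 T-REx cells expressing D2 force-coupled to calcium signalling were dye-loaded, exposed to compound for 180 s, then challenged with an EC80 of dopamine; calcium flux was followed kinetically for a further 180 s.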
An asterisk follows results filed as active; ? = inconclusive; · = not tested or not shown; & = joins results of further samples; [ ] = remark or other dose. Unless noted, calls come from the whole dose curve; as a rule, active = well fitted inhibition curve with a large enough effect; inconclusive = small, poorly fitted or top-dose-only effect; inactive = no such curve, though single readings can be large or run the other way. Some of the compounds tested; the hit share may differ from the screen's.

SMILES | TRHR ag | IDH1 R132H inh | TrxR1 substrate | TRHR enhancer | TrxR1 inh | Pin1 inh | D2 agonist | USP1 inh | D2 antag
Cc1nc(-c2ccc(S(=O)(=O)NCc3ccc(N(C)C)cc3)cc2)co1 | -0.3 | -6% | 1%[57.1 µM] | 0 | 22%[57.1 µM] | 0% | · | -20% | ·
CC(=O)c1cc(CC(=O)N2CCc3c([nH]c4ccccc34)C2c2ccccn2)cs1 (centres undefined) | 0.4 | -15% | -6% | 4 | -6% | -8% | 0.4 | -7% | -7
c1ccc(-n2nnnc2NCCc2c[nH]c3ccccc23)cc1 | -0.9 | -2% | -3% | -6 | -9% | -1% | -0.1 | -18% | -25
C=CCOc1ccc(/C=C/C(=O)N2CCCN(S(=O)(=O)c3c(C)noc3C)CC2)cc1 | -0.4 | -5% | -8% | 4 | -2% | 4% | 0.2 | -19% | 9
C=CCNC(=S)Nc1ccc(C)c(S(=O)(=O)N2CCCCC2)c1 | 0.3 | -3% | -8% | 3 | 9%[57.1 µM] | 0% | -4.3 | -18% | -12
Nc1ccc2c3c(cccc13)C(=O)N(c1ccccc1)C2=O | -1.4 | 5% | 8%[57.1 µM] | 1 | 7%[57.1 µM] | ? | -1.8 | ? | -18
O=C1CSC(c2ccco2)N1 (centres undefined) | 0.5 | 2% | -8%[57.1 µM] | -3 | 0%[57.1 µM] | 0% | -0.6 | -10% | 26
Cc1c(C)c2ccc(OC(C)C(=O)NCc3ccccn3)cc2oc1=O (centres undefined) | 0.0 | 5% | 121%[activator] | 3 | ? | -3% | 13 | -5% | -6
COC(=O)CSc1ncc2c(n1)-c1ccccc1N(Cc1ccccc1C)S2(=O)=O | -0.6 | 13% | 9%[57.1 µM] | 6 | 24%[57.1 µM] | 39%[activator] | 0.3 | ? | ·
CCN1C(=O)c2ccc(C(=O)NCc3ccccc3)cc2C1=O | -2.8 | 2% | 0% | -4 | -9% | -4% | -0.7 | -7% | -8
CCCS(=O)(=O)N1CCCC(C(=O)c2ccccc2OC)C1 (centres undefined) | -1.9 | -4% | -5% | 13 | -1% | 1% | 2.3 | -12% | -10
COc1cc(Cl)c(S(=O)(=O)N2CCN(c3c(C)cccc3C)CC2)cc1Cl | 1.4 | 9% | 9% | -4 | 35% | -2% | 0.3 | -19% | ·
CCOC(=O)CC1CCCCN1Cc1cn[nH]c1-c1ccc(F)cc1F (centres undefined) | -1.0 | -9% | 1% | -2 | 8% | 0% | 0.3 | -8% | -9
CCOc1ccc(-c2nc(Cn3c(=O)cc(C)c4c(C)nn(-c5ccc(C)cc5)c43)c(C)o2)cc1 | 0.6 | 7% | 4%[57.1 µM] | 12 | 19%[57.1 µM] | 4% | -0.8 | -32% | ·
O=C(c1sc2cc([N+](=O)[O-])ccc2c1Cl)N1CCOCC1 | -0.4 | 5% | -1% | 0 | 14% | -4% | 0.9 | ? | -9
COc1ccc(-c2csc(Nc3ccccn3)n2)cc1 | 0.0 | 6% | 3%[57.1 µM] | 34* | 15% | -5% | -0.2 | -22% | 11
CCCSc1nc(N)nc(-c2cccs2)c1C#N | 0.4 | 3% | 4%[57.1 µM] | 2 | 9%[57.1 µM] | 3% | -0.5 | 1% | 4
CCC(C)NC(=O)Nc1ccc(Br)cc1 (centres undefined) | 0.1 | 1% | 2% | 2 | 33% | -5% | 0.1 | -14% | 14
COc1ccc(OCCCC(=O)Nc2ccc(S(=O)(=O)N3CCOCC3)cc2)cc1 | 0.6 | -3% | -3% | 1 | 11% | 1% | 0.0 | -22% | 1
CCOC(=O)C(CC)(CCC(=O)O)c1csc(Nc2ccc(C)cc2)n1 (centres undefined) | -0.4 | 7% | -13%[57.1 µM] | 1 | 28%[57.1 µM] | 0% | 0.5 | -5% | -6
CCOC(=O)c1cnc(SCc2ccc(C(C)(C)C)cc2)nc1N | 1.3 | 6% | 4% | -6 | 5% | -10% | 1.1 | -18% | -2
COC(=O)c1cn(-c2ccccc2)nc1-c1ccc(OC)cc1 | 0.1 | -3% | -5% | -2 | -3% | 2% | 1.4 | 3% | 15
Cn1c(=O)[nH]c(=O)c2c1nc(N/N=C/C(Br)=C/c1ccccc1)n2CCO | 0.2 | 12% | -5% | -10 | 3.5µM* | 7% | -0.1 | -17% | -6
CC(=O)NC12CC3CC(C1)CC(C(=O)N1CCN(C(=O)c4ccco4)CC1)(C3)C2 | 0.0 | 12% | -2% | -6 | 4% | -2% | 0.8 | -15% | -36
NC(=O)CSc1ncc2c(n1)-c1ccccc1N(Cc1ccc(F)cc1)S2(=O)=O | -0.4 | 2% | 5%[57.1 µM] | 3 | 14%[57.1 µM] | 9% | -1.3 | -25% | ·
CC(C)CC(=O)N1CCN(Cc2ccccc2Br)CC1 | -0.1 | 2% | -5% | 1 | 13% | -11% | -0.2 | -17% | -5
CCOc1ccc(NC(=O)N2CCC(c3ccc(C)cc3)C2)cc1 (centres undefined) | -0.7&-0.4 | -21%&-1% | -2%[57.1 µM] | -2&-2 | 19%[57.1 µM] | -2%&1% | 0.6&-0.4 | -9%&-1% | 11
COc1cccc(CNCc2ccc(SC)cc2)c1OC | -0.6 | 1% | 0% | 1 | ? | 2% | 0.2 | -5% | -17
CCN(C(=O)CN1C(=O)c2ccccc2S1(=O)=O)C1CCCCC1 | 0.2 | -17% | -3%[57.1 µM] | -4 | -4%[57.1 µM] | 0% | 0.5 | -24% | 8
CC1(C)CC(NC(=O)CCC2CCCC2)CC(C)(C)N1 | -0.1 | 2% | -2% | 0 | 5% | -5% | 1.0 | -6% | -16
COc1ccc(N2CCN(CCNC(=O)Nc3ccc(Cl)cc3)CC2)cc1 | -1.8 | -1% | -7% | 3 | 5% | -2% | -2.0 | -10% | -3
O=C(NCc1ccccc1C(F)(F)F)C1CCC(=O)N(C2CCCCCC2)C1 (centres undefined) | -0.7 | 0% | -4% | -8 | 10% | 2% | 0.1 | -15% | -4
CCN(CC(=O)NC(=O)Nc1ccccc1F)Cc1ccccc1 | -0.1 | 2% | 4% | 1 | 10% | 0% | 1.8 | -18% | 23
CC1=C(C)CC(C(=O)NNC(=O)c2csc3c2CCC(C(C)(C)C)C3)C(C(=O)O)C1 (centres undefined) | -0.2 | 1% | -5% | 9 | 1% | -3% | 4.6 | -27% | -9
CCOC(=O)c1csc(NC(=O)CSc2nnnn2-c2ccc(OC)cc2)n1 | 1.0 | -1% | 0% | 8 | -14% | 2% | 0.1 | 16% | 7
COc1ccc(NC(=O)C2CCCN2C(=O)Nc2ccc(OC)cc2)cc1 (centres undefined) | 0.8 | 5% | 6%[57.1 µM] | 1 | 11%[57.1 µM] | 0% | 3.1 | 0% | 12
Cc1c(NC(=O)C(C)Oc2ccccc2F)c(=O)n(-c2ccccc2)n1C (centres undefined) | 0.3 | -12% | -18% | -1 | -27% | -3% | 0.2 | -27% | 3
COC(=O)C(Cc1cccc(C)n1)(c1ccccc1)c1ccccc1 | 0.5 | -5% | 0% | -6 | 27% | -1% | 0.5 | -31% | 14
CCCCN(C(=O)c1cccs1)c1c(N)n(Cc2ccccc2)c(=O)[nH]c1=O | · | -2% | -5% | · | -2% | -10% | · | -20% | ·
C=CCn1c2ccccc2c2nnc(SCC(N)=O)nc21 | 0.4 | 2% | -5% | 7 | 1% | -1% | -0.5 | -17% | 7

Reprinted from the part before: two compounds, then new ones.
SMILES | TRHR ag | IDH1 R132H inh | TrxR1 substrate | TRHR enhancer | TrxR1 inh | Pin1 inh | D2 agonist | USP1 inh | D2 antag
CCCCN(C(=O)c1cccs1)c1c(N)n(Cc2ccccc2)c(=O)[nH]c1=O | · | -2% | -5% | · | -2% | -10% | · | -20% | ·
C=CCn1c2ccccc2c2nnc(SCC(N)=O)nc21 | 0.4 | 2% | -5% | 7 | 1% | -1% | -0.5 | -17% | 7
CCN1CCc2c(C#N)c(N3CCOCC3)nc(NCCO)c2C1 | 0.7 | -9% | 91%[activator] | 3 | -13% | ? | 0.4 | -9% | 1
COc1ccc(NC(=O)CN(C)C(=O)c2cc(S(=O)(=O)N3CCCCCC3)ccc2OC)cc1 | 0.1 | -4% | -3%[57.1 µM] | 1 | 4%[57.1 µM] | -3% | -0.2 | -3% | 12
COC(=O)CSc1nc(NC(C)C)nc(N(C)C)n1 | 0.0 | -1% | 3% | -6 | 9% | -5% | · | -20% | ·
CCCc1[nH]nc2c1C(/C(C)=C/c1ccccc1)C(C#N)=C(N)O2 (centres undefined) | 0.2 | -3% | -5% | 1 | ? | -4% | -1.3 | -14% | 12
O=C(NC1CCCC1)C(c1ccc(Cl)cc1)N(C(=O)c1csnn1)C1CC1 (centres undefined) | -0.3 | 1% | 1%[57.1 µM] | -4 | 6%[57.1 µM] | ? | -0.6 | -22% | -6
Cc1ccc(C)c(S(=O)(=O)N2CCN(C(=O)c3sccc3C)CC2)c1 | 0.0 | 3% | -5% | 1 | 8% | 2% | 0.3 | -8% | 1
O=C(/C=C/c1ccccc1)Nc1ccc2c(c1)OCCO2 | -0.1 | 11% | 4%[57.1 µM] | -10 | 12%[57.1 µM] | 2% | 0.1 | -22% | 13
